RXFP1 antagonist: RXFP1 (human) relaxin receptor antagonism. Q9HBX9. HEK293-RXFP1, relaxin-stimulated cAMP HTRF, 30 min; active compounds read low. activity change, negative = inhibition, % at 57.5 µM. hit rate 0.59% among 350,000. AID 1259400;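 active = activity change of -60% or lower, but not beyond a set lower limit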; note: % is set by controls: 0 for no effect and ±100 for the full control effect
Target sequence (Q9HBX9 whole entry, looked up): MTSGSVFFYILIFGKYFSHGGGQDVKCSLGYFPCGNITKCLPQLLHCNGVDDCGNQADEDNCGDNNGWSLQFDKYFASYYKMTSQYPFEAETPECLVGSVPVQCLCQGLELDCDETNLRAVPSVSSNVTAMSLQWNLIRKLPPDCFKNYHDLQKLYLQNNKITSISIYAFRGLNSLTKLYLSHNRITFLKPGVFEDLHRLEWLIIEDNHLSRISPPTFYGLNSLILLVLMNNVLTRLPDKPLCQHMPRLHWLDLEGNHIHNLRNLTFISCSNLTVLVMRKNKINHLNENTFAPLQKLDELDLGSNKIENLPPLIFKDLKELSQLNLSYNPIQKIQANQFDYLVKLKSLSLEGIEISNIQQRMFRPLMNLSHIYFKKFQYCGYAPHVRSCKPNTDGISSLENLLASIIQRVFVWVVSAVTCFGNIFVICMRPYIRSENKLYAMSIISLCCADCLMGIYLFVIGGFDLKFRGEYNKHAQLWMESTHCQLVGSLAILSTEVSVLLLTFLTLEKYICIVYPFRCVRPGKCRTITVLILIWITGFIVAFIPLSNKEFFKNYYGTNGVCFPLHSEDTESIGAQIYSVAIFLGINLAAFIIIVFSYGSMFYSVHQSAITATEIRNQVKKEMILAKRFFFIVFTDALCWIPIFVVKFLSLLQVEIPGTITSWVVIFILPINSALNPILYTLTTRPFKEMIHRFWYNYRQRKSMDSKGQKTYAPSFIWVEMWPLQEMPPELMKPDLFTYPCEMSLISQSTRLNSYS
D1 ag: activates the human D1 dopamine receptor; HEK293 T-REx D1 cells, calcium flux, agonist mode; activation, % at 2 µM; hit rate 1% among 360,000; AID 504660; P21728; note: 0% is about no effect
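Agonism was scored from calcium flux recorded over 180 s (1 read/s) after pintool compound addition, following a 10-cycle baseline. Cells were inducible force-coupled HEK293 TREx D1, plated overnight at 30 C and loaded with no-wash calcium dye.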
TRHR enhancer: allosterically enhances the human TRH receptor | P34981 | TRHR cells, fluo-8 calcium fluorescence, EC20 TRH enhancement | enhancement, % at 2 µM | hit rate 0.66% among 360,000 | AID 493056; in the data active = enhancement above about 30%; note: 0% is about no effect
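TRHR-expressing cells loaded with fluo-8 calcium dye were read kinetically (ex 480/em 530) during compound addition, then stimulated with an EC20 of TRH (10 nM final). Enhancement of the Gq-mediated intracellular calcium response was scored.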
D1 antagonist: blocks dopamine activation of the human D1 receptor | activity change, negative = inhibition, % at 10 µM | HEK293 TREx D1 cells, calcium flux, dopamine EC80; active compounds read low | hit rate 3.2% among 360,000 | AID 504652; in the data active = activity change below about -30%; note: % is set by controls: 0 for no effect and ±100 for the full control effect
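Tetracycline-induced HEK293 T-REx cells with force-coupled D1 receptor were loaded with a no-wash calcium dye. Compound was added after a 10 s baseline and read kinetically for 180 s; EC80 dopamine was then added and calcium flux followed another 180 s.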
D2 PAM: D2 dopamine receptor (human) potentiation. P14416. HEK293 T-REx D2, calcium flux, EC20 dopamine potentiation. potentiation, % at 10 µM. hit rate 0.34% among 340,000. AID 485347;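 active = potentiation over 3 SD above the plate norm, cut at about 30% in these data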; note: 0% is about no effect
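Primary screen. Calcium kinetics in induced HEK293 T-REx D2 cells: compound pre-addition 180 s, EC20 dopamine, 180 s more.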
TRHR ag: TRH receptor (human) agonism | P34981 | TRHR cells, calcium flux fluo-8, FDSS agonist mode | activation, % at 2 µM | hit rate 0.18% among 360,000 | AID 493084; note: 0% is about no effect
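TRHR-expressing cells, plated overnight in medium with 10% serum, were loaded with fluo-8 calcium dye at room temperature. After a 10 s baseline, library compound was pin-added and calcium release was recorded kinetically (ex 480/em 530) as agonist response.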
D1 PAM: potentiators of human D1 dopamine receptor. P21728. HEK293 TREx D1 cells, calcium flux, dopamine EC20 potentiation. potentiation, % at 10 µM. hit rate 0.036% among 360,000; in the data active = potentiation above about 30%; note: 0% is about no effect
D2 antag: antagonists of human D2 dopamine receptor; P14416; HEK293 TREx D2 cells, calcium flux, dopamine EC80; inhibition, % at 10 µM; hit rate 2% among 340,000; AID 485344; in the data active = inhibition above about 30%; note: 0% is about no effect
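Read-out: kinetic calcium fluorescence (1 cycle/s) in inducible HEK293 T-REx D2 cells after an EC80 dopamine addition that followed 180 s compound preincubation. Loss of the dopamine response indicates antagonism.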
D2 ag: activates the human D2 dopamine receptor. HEK293 T-REx D2 cells, calcium flux agonist mode. activation, % at 2 µM. hit rate 0.53% among 340,000. AID 485358;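 active = activation over 3 SD above normal in the single-dose calcium agonist read, cut at about 30% in these data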; note: 0% is about no effect
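Tetracycline-induced HEK293 Trex cells with D2 receptor force-coupled to calcium signaling, plated overnight at 30 C and loaded with no-wash calcium dye. Calcium flux read kinetically for 180 s after compound addition; responses flag agonists.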
Starred values were filed as active, the others as inactive; . = not tested or not shown. Cut-off read from the data, not from the text of the source, unless noted: active = activation above about 30%; inactive = the rest.

SMILES | RXFP1 antagonist | D1 ag | TRHR enhancer | D1 antagonist | D2 PAM | TRHR ag | D1 PAM | D2 antag | D2 ag
COc1cc2nc(COc3ccccc3[N+](=O)[O-])oc(=O)c2cc1OC | -2.6 | 2.7 | 1.8 | -17.3 | -2.6 | 0.0 | -8.0 | 7.2 | -0.5
COc1ccc(C(=O)OCC(=O)c2cc(C)n(CC3CCCO3)c2C)cc1[N+](=O)[O-] (configuration not stated) | -5.0 | 8.7 | -1.5 | -12.0 | 17.4 | -0.2 | -3.1 | -5.3 | -0.1
Cc1cccc(-c2nc3c4ccccc4n(CC(=O)Nc4cccc(F)c4)c(=O)n3n2)c1 | -12.3 | 1.0 | -9.4 | . | -2.7 | 0.1 | 0.2 | . | .
O=C(NCc1cccc2[nH]ccc12)C1CCC(=O)N(CCc2ccc(Cl)cc2)C1 (configuration not stated) | -3.1 | 1.8 | -0.7 | -24.0 | 12.0 | -0.9 | -9.4 | -3.3 | 0.2
CN(CCOc1ccc(Cl)cc1)CC(=O)Nc1ccc(OC(F)F)cc1 | 1.9 | 5.5 | -4.5 | -7.6 | -2.1 | 1.0 | -3.5 | 11.5 | 0.4
CCCCCCN(C(=O)CCCCCN1C(=O)NC(c2ccc(-c3ccccc3)cc2)C(C(=O)OCc2ccccc2)=C1C)C(C(=O)NCCCC)c1ccc(OCC(=O)OC)c(C(=O)OC)c1 (configuration not stated) | . | 22.6 | -3.5 | -21.0 | -2.1 | 2.9 | -4.8 | -6.0 | 2.4
CC1CC(C)CN(S(=O)(=O)c2cccc(C(=O)N3C(=O)c4cccc(N)c4C3=O)c2)C1 (configuration not stated) | 4.6 | 1.9 | 4.1 | -6.4 | 4.7 | 1.2 | 1.1 | -11.6 | 1.0
CSc1ncccc1C(=O)Nc1ccc2c(c1)OCO2 | -3.3 | 2.6 | 6.6 | 19.9 | 2.4 | -0.3 | . | -3.0 | 0.5
CCn1ncc2c(OCc3ccc(C#N)cc3)cc(C)nc21 | 3.0 | 5.0 | -1.0 | -5.2 | -1.7 | -0.2 | -5.9 | -13.6 | 0.4
CCOc1ccc(-c2c(C)nn3c(C)c(C(=O)NC(C)c4ccccc4)cnc23)cc1OCC (configuration not stated) | -15.1 | 2.9 | -5.6 | -3.4 | -3.2 | -0.4 | -3.5 | . | 1.2
CCOC(=O)c1cc(NC(=O)NCc2ccco2)c(C)nc1C | -2.3 | 1.8 | -3.5 | 5.1 | 14.1 | 0.1 | 5.6 | 3.3 | -0.2
O=C(/C=C/Nc1ccc([N+](=O)[O-])cc1Br)c1cccc2ccccc12 | . | 24.1 | -5.3 | -26.0 | 12.9 | 1.9 | -7.0 | 7.6 | 3.8
Cc1ccccc1CSc1ncc(Cl)c(C(=O)NCc2ccccc2)n1 | -25.2 | 16.7 | -7.3 | -2.2 | -7.2 | 5.4 | 3.6 | . | 1.4
COc1cccc(CNC(=O)CCn2c(=O)c3cccn3c3cccnc32)c1OC | -2.8 | 0.9 | 2.4 | -0.3 | 2.4 | -0.2 | 0.2 | . | 0.2
Cc1ccc(NC(=O)Cn2c(C)cc(C)c(C#N)c2=O)cc1 | -10.0 | 0.6 | -4.3 | 6.2 | -2.9 | 0.4 | -0.5 | . | 2.4
CCC(C)c1ccc(NC(=O)c2cccnc2)cc1 (configuration not stated) | 15.1 | -2.4 | 4.7 | 20.8 | 23.7 | -1.1 | -0.7 | -11.0 | -1.6
CCOC(=O)c1c(C)[nH]c(C)c1S(=O)(=O)N(C)CC(=O)Nc1cc(Cl)ccc1C | . | 3.9 | -5.0 | -10.5 | 2.6 | -0.5 | -3.4 | . | -0.5
O=C(OCc1ccc([N+](=O)[O-])cc1)C1CC(=O)N(c2ccccc2)C1 (configuration not stated) | -8.0 | 4.1 | -4.0 | 0.7 | 0.5 | 0.3 | 25.8 | 23.1 | -0.1
O=C(C1CCCCC1)N1CCCn2c1nc1ccccc12 | -1.4 | 7.4 | 3.0 | -45.2* | 18.0 | 0.1 | -1.3 | 3.4 | -0.1
O=C(c1ccccc1)c1ccccc1C(=O)N1CCN(Cc2ccccc2F)CC1 | 2.5 | 0.5 | -3.3 | -3.2 | -0.8 | -0.1 | 3.2 | -2.2 | -0.6

Two neighbouring entries already listed, for reference:
SMILES | RXFP1 antagonist | D1 ag | TRHR enhancer | D1 antagonist | D2 PAM | TRHR ag | D1 PAM | D2 antag | D2 ag
COc1cc2nc(COc3ccccc3[N+](=O)[O-])oc(=O)c2cc1OC | -2.6 | 2.7 | 1.8 | -17.3 | -2.6 | 0.0 | -8.0 | 7.2 | -0.5
COc1ccc(C(=O)OCC(=O)c2cc(C)n(CC3CCCO3)c2C)cc1[N+](=O)[O-] (configuration not stated) | -5.0 | 8.7 | -1.5 | -12.0 | 17.4 | -0.2 | -3.1 | -5.3 | -0.1

(cont.)
SMILES | RXFP1 antagonist | D1 ag | TRHR enhancer | D1 antagonist | D2 PAM | TRHR ag | D1 PAM | D2 antag | D2 ag
COC(=O)c1ccc(CNC(=O)CCNC(=O)c2ccco2)cc1 | -4.6 | 0.5 | 2.4 | 20.5 | -10.5 | -0.3 | -9.2 | -11.8 | 0.4
CC1CCCC(C)N1CCCNC(=O)Cn1ncc2c([nH]c3ccccc32)c1=O (configuration not stated) | 16.1 | 3.0 | 0.8 | -5.1 | -3.5 | 0.3 | -1.0 | 7.8 | 0.1
Cc1ccc2cccc(OCCOCCOc3ccccc3Br)c2n1 | -4.7 | 3.2 | 5.1 | 14.6 | -9.6 | 0.2 | 5.3 | -5.7 | -0.6
COc1ccc(/C=C/C(=O)Nc2ccc3c(c2)CCC3)cc1OC | -0.8 | 1.5 | 0.8 | -14.3 | -20.1 | -1.1 | -9.7 | 4.8 | -1.7
Cc1ccc(-c2c(C(=O)N/N=C/c3ccncc3)nnn2-c2nonc2N)cc1 | -23.4 | 13.0 | 1.6 | 15.3 | 10.2 | 0.8 | -4.5 | 5.6 | 0.8
CSCCC(NC(=O)c1cccc(S(=O)(=O)N2CCOCC2)c1)C(=O)Nc1ccc(F)cc1 (configuration not stated) | . | 3.0 | 1.2 | 8.4 | -6.0 | 0.3 | -1.5 | 3.9 | -2.8
O=C(N/N=C\c1ccoc1)c1ccco1 | 5.1 | 2.0 | -3.2 | 3.4 | 1.2 | 0.0 | -7.3 | 4.4 | 0.6
CCOC(=O)c1ccccc1NC(=O)Cn1c2ncccc2c(=O)n1-c1ccccc1 | . | 4.3 | 4.4 | 9.8 | 5.4 | -0.4 | -4.2 | . | -0.2
CSc1ccccc1OCc1cc(C(=O)N2CCc3[nH]cnc3C2c2ccccn2)no1 (configuration not stated) | 3.6 | 4.7 | 6.2 | -14.0 | -3.2 | -0.7 | -6.0 | -7.7 | -0.9
CCCC(=O)Nc1c(-c2cccs2)c(=O)c2ccccc2n1C | -2.4 | 0.0 | 1.3 | 17.7 | 4.4 | -0.4 | -2.5 | -14.5 | 1.2
COc1cc(C(=O)c2c(C)c(CCC#N)n3ccccc23)cc(OC)c1OC | 2.1 | 2.0 | -0.6 | -7.1 | -7.1 | 0.0 | -5.6 | -0.9 | -0.5
C=CCSc1[nH]c(=O)cc(C)c1C(N)=O | -12.6 | 0.7 | 3.2 | -6.0 | 10.9 | 0.5 | -1.6 | -0.1 | 0.0
Clc1ccc(C2CC(c3cccs3)n3ncnc3N2)cc1Cl (configuration not stated) | -39.8 | 0.4 | -9.6 | 22.8 | -0.6 | 0.9 | -0.3 | -7.9 | 1.3
c1cnc(SCCOc2ccc3c(c2)CCC3)nc1 | -4.2 | 1.8 | 0.6 | 0.3 | 0.7 | -0.3 | -2.1 | -2.9 | 0.6
CCN(CC)CC(=O)Nc1c(C#N)cnn1-c1ccccc1 | -11.0 | 1.5 | 1.6 | 6.5 | -9.2 | 0.3 | 5.8 | 23.7 | 0.5
Cc1ccc(S(=O)(=O)N(C)C)cc1NC(=O)c1ccc(-n2cncn2)c([N+](=O)[O-])c1 | 4.2 | 0.8 | 3.4 | -3.5 | -6.4 | -0.1 | 2.2 | 2.8 | 0.1
COC(=O)NNC(=S)Nc1ccc(Br)cc1 | -2.7 | 1.0 | -1.7 | -10.6 | 6.5 | 0.6 | -0.9 | -23.0 | -0.1
CCOc1ccccc1NC(=O)CN1CCCCCC1 | -4.3 | 2.9 | -5.4 | 5.0 | -2.3 | -0.9 | -0.1 | -13.0 | -1.1
CS(=O)(=O)c1ccc2nc(NC(=O)C3C4C=CC(C4)C3C(=O)O)sc2c1 (configuration not stated) | 3.0 | 2.1 | -2.9 | 2.3 | 2.5 | -0.6 | -2.5 | -4.8 | 2.1
O=C(O)CNC(=O)/C(=C/c1ccco1)NC(=O)/C=C/c1ccccc1 | -1.4 | 270.3* | 17.8 | -36.0* | 13.9 | 0.3 | -8.4 | 3.0 | -2.1
CC(C)N(CC(N)=O)c1ncnc2sc(-c3ccccc3)cc12 | -5.3 | -0.4 | 0.9 | -2.8 | -11.9 | -0.1 | -3.4 | -1.1 | -1.8
Nc1cccc(NC(=O)CCC(=O)NCc2ccco2)c1 | -5.9 | 4.3 | -3.7 | 3.0 | 11.8 | 0.6 | 0.1 | . | .
O=C1c2ccccc2C2=Nc3ccccc3SC(c3ccccc3F)C12 (configuration not stated) | -10.5 | 2.5 | 5.8 | -6.4 | 12.5 | -0.4 | -5.3 | . | .
CC(CCc1ccco1)NC(=O)c1cccc2c1C(=O)N(C1CCCCC1)C2 (configuration not stated) | -28.4 | 4.5 | 1.4 | 1.1 | -10.9 | -0.3 | -3.7 | 21.3 | -0.9
Cc1ccc(-c2c(C)nn3c(N4CCOCC4)cc(C)nc23)cc1 | -15.2 | 0.8 | 10.3 | 3.9 | 3.7 | 0.3 | 4.2 | 21.0 | -0.4
COCCn1c(C(C)C)nc2oc3ccccc3c(=O)c2c1=O | -18.7 | 1.4 | 14.5 | 7.8 | 1.0 | -0.1 | -2.4 | 0.0 | 0.5
COc1cc(-n2c(=O)c3ccccc3n(Cc3cccc(Cl)c3)c2=O)cc(OC)c1OC | . | 4.5 | 12.8 | -3.4 | 16.6 | -1.4 | -1.2 | . | -0.7
COc1ccc(S(=O)(=O)N2Cc3ccccc3CC2C(=O)O)cc1OC (configuration not stated) | . | 1.6 | 3.7 | 4.9 | 3.3 | 0.9 | . | -13.2 | -0.2
COc1cccc(C(O)c2nc3ccccc3n2C)c1 (configuration not stated) | 9.5 | 0.9 | 2.2 | 1.8 | -4.0 | 0.0 | -0.5 | 2.5 | 0.6

Retrieved by structure from the entries so far (four):
SMILES | RXFP1 antagonist | D1 ag | TRHR enhancer | D1 antagonist | D2 PAM | TRHR ag | D1 PAM | D2 antag | D2 ag
Cc1ccc(-c2c(C)nn3c(N4CCOCC4)cc(C)nc23)cc1 | -15.2 | 0.8 | 10.3 | 3.9 | 3.7 | 0.3 | 4.2 | 21.0 | -0.4
CC(C)N(CC(N)=O)c1ncnc2sc(-c3ccccc3)cc12 | -5.3 | -0.4 | 0.9 | -2.8 | -11.9 | -0.1 | -3.4 | -1.1 | -1.8
COc1cc(-n2c(=O)c3ccccc3n(Cc3cccc(Cl)c3)c2=O)cc(OC)c1OC | . | 4.5 | 12.8 | -3.4 | 16.6 | -1.4 | -1.2 | . | -0.7
COc1cccc(C(O)c2nc3ccccc3n2C)c1 (configuration not stated) | 9.5 | 0.9 | 2.2 | 1.8 | -4.0 | 0.0 | -0.5 | 2.5 | 0.6

From PubChem BioAssay
